GAA850 FXN act: activators of GAA850 frataxin (FXN) promoter. activation, % at 6 µM. 360,000 compounds, 0.56% hits. HEK293 lucGAA850 FXN promoter luciferase reporter, 24 h; percent of 10 µM SAHA response;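 active = activation above the average of all compounds screened plus 3 SD, cutoff fixed separately per campaign, cut at about 7.5% in these data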;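 also: 0% = DMSO wells and 100% = 10 µM SAHA wells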
NPR2 activator: GC-B (human) receptor activation; AID 1920062; HEK293-GC-B cells, CNP EC30, cGMP TR-FRET; 0% at EC30 CNP, 100% saturating CNP; P20594; activation, % at 10 µM; 370,000 compounds, 0.11% hits;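 active = activation at 10 µM reaching about 35% in either raw or pattern-adjusted values, limit read from the data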
Target sequence (P20594 whole entry, looked up): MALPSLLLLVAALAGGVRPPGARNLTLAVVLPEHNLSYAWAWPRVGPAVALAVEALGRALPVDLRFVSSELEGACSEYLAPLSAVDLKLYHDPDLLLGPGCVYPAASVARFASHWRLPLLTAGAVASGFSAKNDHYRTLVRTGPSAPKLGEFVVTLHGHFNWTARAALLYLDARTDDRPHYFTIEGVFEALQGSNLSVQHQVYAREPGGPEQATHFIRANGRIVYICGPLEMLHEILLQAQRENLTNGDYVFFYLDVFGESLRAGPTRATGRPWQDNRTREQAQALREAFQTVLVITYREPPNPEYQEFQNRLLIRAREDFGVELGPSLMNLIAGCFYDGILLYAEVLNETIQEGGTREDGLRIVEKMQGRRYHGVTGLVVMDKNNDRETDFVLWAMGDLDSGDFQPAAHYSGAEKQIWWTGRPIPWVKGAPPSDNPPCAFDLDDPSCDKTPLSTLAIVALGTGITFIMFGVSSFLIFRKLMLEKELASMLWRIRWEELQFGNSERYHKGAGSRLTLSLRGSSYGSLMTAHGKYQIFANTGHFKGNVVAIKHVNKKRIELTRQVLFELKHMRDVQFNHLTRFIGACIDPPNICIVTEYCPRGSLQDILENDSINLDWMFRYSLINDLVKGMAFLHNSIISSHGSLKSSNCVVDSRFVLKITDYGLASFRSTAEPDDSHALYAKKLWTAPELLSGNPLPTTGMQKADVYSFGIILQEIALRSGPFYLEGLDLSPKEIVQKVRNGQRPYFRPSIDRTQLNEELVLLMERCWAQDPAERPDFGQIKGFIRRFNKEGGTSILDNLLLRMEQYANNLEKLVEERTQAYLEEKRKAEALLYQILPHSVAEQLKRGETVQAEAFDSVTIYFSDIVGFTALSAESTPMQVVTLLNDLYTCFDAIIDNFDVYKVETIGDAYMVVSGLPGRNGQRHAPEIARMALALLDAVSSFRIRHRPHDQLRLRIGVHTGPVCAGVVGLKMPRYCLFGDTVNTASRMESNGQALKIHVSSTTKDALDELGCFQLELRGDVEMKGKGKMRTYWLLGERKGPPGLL
rCAG binder: r(CAG) repeat RNA binding; TO-PRO-1 dye displacement fluorescence; AID 651821; 370,000 compounds, 1.3% hits; inhibition, % at 3 µM;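 active = inhibition above the plate cutoff, the mean of all test compounds on that plate plus 3 SD, cut at about 35% in these data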;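 also: 0% = DMSO alone and 100% = 100 µM mitoxantrone as full dye displacement; higher means more dye released from RNA so lower well fluorescence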
ARFGAP1 inhibitor: inhibitors of rat ARFGAP1; inhibition, % at 16.5 µM; Q62848; 360,000 compounds, 0.26% hits; Arfgap1-stimulated ARF1 GTP hydrolysis, GDP FP detection;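 active = inhibition above a per-plate limit, mean inhibition of low control wells plus 3 SD, cut at about 25% in these data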;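 also: 0% = DMSO wells with enzyme and 100% = wells lacking Arfgap1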
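Material: truncated rat Arfgap1 GAP domain; Incubation: compound-enzyme preincubation 20 min, reaction 120 min, detection 60 min, 25 °C; Read-out: percent inhibition of Arfgap1-stimulated GTP hydrolysis; Technique: FP, GDP Alexa 633 tracer displaced from anti-GDP antibody, 620/688 nm; Controls: No-Arfgap1 wells (100%) versus DMSO full-reaction wells (0%); Replication: single well per compound.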
proKLK7 act: activators of human kallikrein-7 zymogen. activation, % at 7 µM. AID 652039. 370,000 compounds, 0.9% hits. purified proKLK7, EDANS-DABCYL substrate fluorescence; 100% is mature enzyme control, 0% vehicle. P49862;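 active = activation above the mean of all tested compounds plus 3 SD, computed per campaign excluding outliers beyond control limits, cut at about 13% in these data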
ADAM10 inh: inhibits human ADAM10 | inhibition, % at 7 µM | AID 720582 | O14672 | recombinant ADAM10, EDANS/DABCYL FRET peptide cleavage, 3 h | 370,000 compounds, 0.62% hits;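 active = inhibition above a per-campaign cutoff equal to the mean of compounds falling between control-based bounds plus 3 SD, cut at about 20% in these data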;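 also: 0% = DMSO wells while the 100% control is not disclosed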
GC-A act: GC-A (human) enzyme activation. P16066. 370,000 compounds, 0.14% hits. activation, % at 10 µM. HEK293 GC-A cells, cGMP TR-FRET, EC30 ANP; 0% at EC30 ANP, 100% saturating ANP; in the data active = activation above about 40%
DDE Tn6 FP inh: DD(E)-Tn6 binding inhibition, primary FP screen; AID 720509; inhibition, % at 8.3 µM; Fibrin DD(E) TRITC-Tn6 fluorescence polarization displacement; P02675; 370,000 compounds, 0.21% hits;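 active = inhibition above a per-campaign cutoff: mean of compounds within control limits plus 3 SD, cut at about 15% in these data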;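 also: 0% = median of all compound wells on the plate and 100% = blocking peptide control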
ASAP1 GAP inh: ASAP1 ArfGAP inhibition | Q9ULH1 | ASAP1-stimulated ARF1 GTP hydrolysis, GDP FP detection | inhibition, % at 16.5 µM | 360,000 compounds, 0.19% hits; in the data active = inhibition above about 25%;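 also: 0% = vehicle with enzyme and substrate and 100% = no enzyme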
HGIII-sPLA2 inh: Blocks human group III sPLA2 activity; QFRET BODIPY PC-A2 liposome hydrolysis, fluorescence; 370,000 compounds, 0.56% hits; inhibition, % at 12.2 µM; Q9NZ20;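 active = inhibition above mean plus 3 SD of compounds lying within the high and low control bounds, cut at about 19% in these data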;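 also: 0% = median of test compound wells and 100% = no enzyme DMSO wells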
Active calls of the source: *; i = inactive; nt = not tested or not shown.

Screens by letter: A = GAA850 FXN act; B = NPR2 activator; C = rCAG binder; D = ARFGAP1 inhibitor; E = proKLK7 act; F = ADAM10 inh; G = GC-A act; H = DDE Tn6 FP inh; I = ASAP1 GAP inh; J = HGIII-sPLA2 inh
O=C(NCCc1ccccc1Cl)C1CCC(=O)N(CC2CCCCC2)C1 (stereo not drawn)
  A: -0.8; B: -1; C: -5; D: 2; E: -0.2; F: -1; G: 4; H: -5; I: -1; J: -1
C[C@@H]1COc2cc(N3CCN(Cc4ccccc4F)CC3)ccc2S(=O)(=O)N1
  A: nt; B: 1; C: 1; D: -3; E: -0.5; F: 1; G: 0; H: 4; I: 6; J: 3
CCC1CCc2sc(C(=O)OCC(=O)N(CCOC)c3c(N)n(Cc4ccccc4)c(=O)[nH]c3=O)cc2C1 (stereo not drawn)
  A: -1.6; B: -5; C: 9; D: 4; E: 0.2; F: -11; G: 2; H: -9; I: 1; J: -22
CCc1nnc(NC(=O)c2sc3nc4c(cc3c2N)CCCCCC4)s1
  A: 3.4; B: 3; C: 29; D: -6; E: -19; F: -149; G: 10; H: -1; I: -3; J: -1
NS(=O)(=O)c1ccc(NC(=O)COC(=O)CC2Sc3ccccc3NC2=O)cc1 (stereo not drawn)
  A: 3.3; B: -2; C: 9; D: -7; E: 0.0; F: -9; G: 2; H: 0; I: -6; J: -12
O=C1CC(c2ccccc2)CCc2sccc2N1 (stereo not drawn)
  A: -1.4; B: -3; C: -5; D: 22; E: 0.6; F: -6; G: -5; H: -3; I: 3; J: 12
COc1ccc(C(=O)NNC(=O)c2cc(C)nc3ccccc23)cc1
  A: 0.0; B: -1; C: 3; D: 2; E: 0.5; F: 0; G: -2; H: 0; I: -11; J: 6
Cc1ccn2c(=O)nc(SCC(=O)OCc3ccccc3)nc2c1
  A: 3.1; B: -4; C: 12; D: -1; E: -0.6; F: -29; G: 1; H: -4; I: 6; J: 9
O=c1cc(-c2ccco2)nc(-c2cccs2)o1
  A: -0.3; B: -4; C: 15; D: 7; E: 0.6; F: 0; G: -1; H: 0; I: -1; J: 4
COC(=O)c1ccccc1S(=O)c1snnc1C (stereo not drawn)
  A: 2.5; B: 1; C: 1; D: 13; E: 0.1; F: 5; G: 5; H: 4; I: -8; J: 9
O=S(=O)(N/N=C/c1ccccc1OCc1ccc(Cl)cc1)c1ccccc1
  A: 2.4; B: -7; C: 20; D: 4; E: -0.1; F: 7; G: -1; H: 2; I: 2; J: -3
Cc1ccc(C(=O)N2CCN(Cc3nc4sc5c(c4c(=O)[nH]3)CCCC5)CC2)cc1
  A: -2.1; B: 1; C: -1; D: 12; E: 0.0; F: -1; G: -4; H: 4; I: 12; J: 11
O=C(COC(=O)C1=COCCO1)Nc1ccc(Cl)cn1
  A: 3.4; B: 6; C: 4; D: -8; E: 0.4; F: -29; G: 1; H: 2; I: 10; J: -1
Cc1ccc(/C=N/N2CCN(C3c4ccccc4-c4ccccc43)CC2)s1
  A: 2.0; B: -1; C: 2; D: 13; E: -1.1; F: -4; G: -4; H: -1; I: 4; J: 5
CCOC(=O)C1CCCN(S(=O)(=O)c2cc(Br)cc3c2N(C(=O)C2CC2)CC3)C1 (stereo not drawn)
  A: -0.2; B: 3; C: -1; D: 1; E: 0.4; F: -7; G: -5; H: 3; I: 7; J: 0
CC(=O)N1CCN(c2ccc(NC(=O)c3ccc(F)cc3)cc2)CC1
  A: 3.3; B: 2; C: -1; D: -5; E: 0.0; F: 0; G: -1; H: 14; I: 4; J: 7
CCOC(=O)C1CCCN(c2c(NCCCN(CC)c3ccccc3)c(=O)c2=O)C1 (stereo not drawn)
  A: 1.4; B: -6; C: 0; D: 11; E: 0.3; F: 6; G: -4; H: -3; I: 7; J: 2
Cc1ccccc1OCC(=O)Nc1nnc(C2CC2)s1
  A: -0.3; B: 0; C: 1; D: 7; E: 0.2; F: 2; G: 1; H: 3; I: -1; J: -5
Cc1onc(-c2ccccc2)c1C(=O)Nc1ccc(S(=O)(=O)NC2=NCCCCC2)cc1
  A: 0.9; B: -6; C: -5; D: 1; E: 0.4; F: 9; G: 0; H: -2; I: 3; J: -5
COc1ccc(C2c3ccc(O)cc3Oc3ncn(CCN4CCOCC4)c(=N)c32)cc1 (stereo not drawn)
  A: 1.7; B: -7; C: 3; D: 8; E: 0.3; F: -14; G: 2; H: -6; I: 2; J: 3
CCOC(=O)[C@@]12CCCC=C1N(CCc1ccc(Cl)cc1)C(=O)[C@H]2CC(=O)N1CCSCC1
  A: nt; B: -4; C: 8; D: nt; E: 0.2; F: -1; G: -5; H: 2; I: nt; J: 1
Cc1c(C2(O)CCCCC2)[nH]c2ncccc12
  A: 1.0; B: -2; C: -2; D: 7; E: 1.2; F: -34; G: -4; H: 7; I: 9; J: 1
CC(=O)Nc1cccc(N(C(=O)C2COc3ccccc3O2)C(C(=O)NC2CCCCC2)c2cn(C)nc2C)c1 (stereo not drawn)
  A: 0.9; B: 3; C: -7; D: 1; E: 0.6; F: -7; G: -3; H: -1; I: 2; J: -6
COc1ccccc1CNc1nc(NC(C)C)nc2cc(-c3ccccc3)sc12
  A: 1.1; B: 0; C: 2; D: 11; E: -2.3; F: -24; G: 3; H: -12; I: -4; J: -16
COC(=O)C1CN(Cc2ccccc2)CCS(=O)(=O)N1Cc1cn(Cc2ccccc2Br)nn1 (stereo not drawn)
  A: nt; B: -3; C: 0; D: nt; E: -0.8; F: 3; G: -7; H: 6; I: nt; J: -8
CCOC(=O)c1c(C)[nH]c(C(=O)COC(=O)CSC)c1C
  A: -1.2; B: 2; C: 2; D: -4; E: -0.6; F: 2; G: 5; H: -2; I: -5; J: -2
Cc1cc(N2CCC(C(=O)Nc3ccc(F)cc3)CC2)nc(-c2ccccc2)n1
  A: -2.5; B: -2; C: -1; D: 13; E: 0.9; F: 7; G: -5; H: -5; I: 17; J: -49
O=C(CSc1nc2ccccc2[nH]1)Nc1ccc2c(c1)OCCO2
  A: 3.1; B: -9; C: 1; D: -8; E: -0.4; F: 3; G: 2; H: 0; I: -6; J: -9
Cc1ccc(C)c2[nH]c(=O)c(CCNC(=O)c3ccc(S(=O)(=O)N(C)C)cc3)cc12
  A: -2.4; B: 3; C: 1; D: 3; E: 0.2; F: -14; G: -2; H: -3; I: 2; J: -5
COc1ccc(Br)cc1C(C[N+](=O)[O-])c1c(N)n(C)c(=O)n(C)c1=O (stereo not drawn)
  A: -5.1; B: -1; C: 1; D: 5; E: 0.8; F: -9; G: 5; H: -5; I: 1; J: 4
CC(C)N1CCC1(C)C(=O)Nc1nc2ccccc2[nH]1 (stereo not drawn)
  A: -0.8; B: 2; C: 0; D: -9; E: 0.2; F: -16; G: 1; H: -1; I: 0; J: 11
COc1ccc(NC(=O)C(CC(=O)O)Cc2ccc(C)cc2)cc1 (stereo not drawn)
  A: -1.2; B: 3; C: 2; D: 1; E: 0.1; F: 0; G: 1; H: 1; I: 5; J: -3
CC(C)C[C@@H]1COc2cc(F)ccc2S(=O)(=O)N1
  A: nt; B: 2; C: 2; D: -1; E: -0.4; F: -6; G: -2; H: -7; I: 4; J: 11
CCCCCCSc1nc(O)c(C2OC(=O)c3c2ccc(OC)c3OC)c(=O)n1CC (stereo not drawn)
  A: -1.3; B: 3; C: 39*; D: -1; E: 0.8; F: -9; G: -1; H: 2; I: -4; J: 3
Cc1ccc2c(c1)c1ncnc(N3CCC4(CC3)OCCO4)c1n2C
  A: nt; B: -1; C: 5; D: 13; E: -28; F: i; G: -3; H: -4; I: 11; J: -2
CC1(C(=O)NS(=O)(=O)Cc2ccccc2)CCN1C(=O)Cc1ccc(-c2ccccc2)cc1 (stereo not drawn)
  A: -1.3; B: -2; C: 58*; D: -2; E: 0.3; F: -1; G: 9; H: 3; I: -7; J: -24
CCCS(=O)(=O)c1c(S(=O)(=O)CCC)c2cnccn2c1C(=O)c1ccc(F)cc1
  A: 0.6; B: 2; C: -5; D: 7; E: -0.8; F: 3; G: -7; H: -1; I: -12; J: 19*
Cc1cc(C(=O)N[C@H](c2ccccc2)[C@@]2(C)C[C@@H]2[C@@H](C)C(=O)Nc2ccc3ccccc3c2)n(C)n1
  A: -1.1; B: -7; C: 1; D: 2; E: 0.3; F: 28*; G: -1; H: -4; I: 7; J: -11
CCN(CC)CCCn1c2c(c(SCC(=O)Nc3cc(C)on3)nc1=O)CCC2
  A: 1.4; B: -6; C: 1; D: 1; E: 0.1; F: 4; G: 1; H: 10; I: -9; J: 2
CCc1nnc(NC(=O)CSc2nnc(-c3ccco3)o2)s1
  A: 0.7; B: 2; C: 2; D: -9; E: -0.3; F: -4; G: -3; H: 5; I: 7; J: -7
Cc1ccc[n+](C(C(=S)NCc2ccco2)=C([O-])c2ccccc2Cl)c1
  A: -2.6; B: 2; C: 4; D: -5; E: 0.5; F: -6; G: 0; H: 10; I: -3; J: 3
COc1ccc(C(=O)N(CC2CCCO2)C(C(=O)NC2CCCC2)c2ccc(C)cc2)cc1OC (stereo not drawn)
  A: -1.3; B: 0; C: -11; D: 1; E: 0.2; F: 1; G: -5; H: 8; I: -11; J: 3
Cc1nn(-c2ccccc2)c(C)c1NC(=O)COC(=O)c1ccccc1
  A: 0.1; B: 4; C: 3; D: -1; E: -0.9; F: -12; G: -1; H: 6; I: -3; J: 2
CC1CCN(C(=O)c2[nH]cnc2C(=O)N[C@@H](C)C(=O)OC(C)(C)C)CC1
  A: -0.8; B: 3; C: -8; D: -2; E: 0.2; F: 1; G: 2; H: -3; I: 3; J: 2
COC(=O)C1=CN(c2ccc(OC)cc2)C=C(C(=O)OC)C1c1ccc([N+](=O)[O-])cc1
  A: 2.5; B: -2; C: -1; D: -6; E: -0.8; F: -19; G: -1; H: 0; I: 6; J: 15
NS(=O)(=O)c1ccc2nc(NC(=O)C3=COCCO3)sc2c1
  A: 3.9; B: -2; C: 1; D: 11; E: -0.4; F: -2; G: 1; H: -6; I: 1; J: 4
O=C1/C(=C\c2ccc(Br)o2)Cc2ccccc21
  A: 3.3; B: -1; C: 10; D: 6; E: -2.4; F: -33; G: -2; H: 2; I: 8; J: -5
COc1ccc(C(=O)CSc2nnc(-c3cccs3)n2-c2ccccc2)cc1
  A: 2.9; B: -5; C: -3; D: 6; E: 0.8; F: -2; G: -8; H: 6; I: -8; J: 11
O=C(NC1CCCCC1)c1ccc2c(c1)OCCO2
  A: 1.1; B: 2; C: -5; D: 1; E: -0.5; F: -3; G: -3; H: -2; I: 4; J: 6
COc1ccc(-c2c(-c3cc(OC)cc(OC)c3)n(C)c3ccc(-c4ccc(SC)cc4)cc23)cc1
  A: 2.1; B: 6; C: 2; D: 1; E: -0.4; F: -10; G: 0; H: 2; I: -6; J: -3
C=CCn1c(SCC(=O)Nc2c(C)n(C)n(-c3ccccc3)c2=O)nc2sc(C)c(C)c2c1=O
  A: -2.6; B: -3; C: 4; D: -1; E: -0.1; F: 1; G: 0; H: 8; I: 12; J: 0
